Screening data as filed in PubChem.
LAP4 TOR yeast: modulators of LAP4-GFP expression in yeast, primary screen, S. cerevisiae, multiplex flow cytometry, MLPCN library | 3 h; median GFP as percent of DMSO wells | GFP response vs DMSO, % at 10 µM | hit rate 0.34% among 320,000 | AID 2023, 2009;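 active means GFP response vs DMSO above a set limit, about the screen mean plus 3 SD, cut at about 150% in these data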
EBNA-1 inhibitor: EBNA-1 DNA-binding inhibitors, primary screen, biochemical, fluorescence polarization; hit rate 0.34% among 300,000; AID 1950, 2009; inhibition, % at 14.8 µM; in the data active means inhibition above about 28%
ZTA counter: counter-screen for EBNA-1 inhibitors: inhibitors of Epstein-Barr virus ZTA; ZTA-DNA binding, fluorescence polarization; inhibition, % at 11 µM; hit rate 0.15% among 320,000; in the data active means inhibition above about 33%
MEP2-GFP yeast: modulators of MEP2-GFP levels in yeast, primary screen, S. cerevisiae, multiplex flow cytometry, MLPCN library | GFP response vs DMSO, % at 10 µM | hit rate 0.51% among 330,000 | S. cerevisiae MEP2-GFP strain, 3 h; 100% = DMSO control level;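 active means GFP response versus DMSO above a set limit, roughly screen mean plus 3 SD, cut at about 180% in these data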;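 further: median GFP fluorescence of the barcode-gated MEP2-GFP cells per well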
procasp7 counter: procaspase-7 activators, primary screen, counter-screen for procaspase-3 activator project, biochemical, absorbance, HTS, human. Caspase-7 (Homo sapiens), P55210. recombinant procaspase-7, Ac-DEVD-pNA absorbance 405 nm; D23A/D198A/D206A triple mutant, cannot self-cleave; scale: DMSO 0, 5 µM enzyme 100. activation, % at 8.5 µM. hit rate 0.093% among 330,000;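 active means percent activation above the screen-wide mean plus 3 SD, cut at about 25% in these data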
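Assay system: Uncleavable procaspase-7 mutant enzyme | Input: 2 µM procaspase-7 mutant as dispensed | Timing: 1 h compound preincubation, 2 h substrate cleavage, 25 °C | Repeats: One well per compound | Control set: DMSO wells as 0%, DMSO with 5 µM added PC-7 as 100% | Technique: Epi-absorbance of released pNA at 405 nm, two timepoints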
AHR activator: AHR activators, primary screen, cell-based, luminescence, luciferase reporter, human; activation, % at 5 µM; Aryl hydrocarbon receptor (Homo sapiens), P35869; hit rate 2.5% among 320,000; AHR-responsive luciferase reporter cells; AID 2796, 2010; in the data active means activation above about 47%;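 further: 0% = vehicle wells and 100% = reference agonist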
proCasp3 act: activators of human procaspase-3 D3A mutant, primary screen, biochemical, absorbance, PC-3 D3A mutant, single concentration. Caspase-3 (Homo sapiens), P42574. recombinant procaspase-3 D3A, Ac-DEVD-pNA absorbance 405 nm. activation, % at 8.5 µM. hit rate 0.11% among 330,000. AID 463141, 2010;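 active means activation above the mean of all tested compounds plus 3 SD, cut at about 21% in these data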;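 further: 0% = DMSO alone and 100% = DMSO wells spiked with extra 5 µM PC-3 D3A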
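Evaluation: percent activation relative to control range; Material: Procaspase-3 D3A mutant, all three cleavage aspartates alanine; Compound: single dose, 8.5 µM nominal compound, 0.8% DMSO; Replication: one well per compound; Signal: absorbance at 405 nm, 0 and 120 min; Schedule: 1 h preincubation plus 2 h reaction at 25 °C.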
RPL19A TOR yeast: RPL19A-GFP expression modulators in yeast, primary screen, cell-based, S. cerevisiae, multiplex flow cytometry, MLPCN; S. cerevisiae RPL19A-GFP strain, 3 h; stronger effect = lower value; AID 2025, 2009; percent response vs DMSO, % at 10 µM; hit rate 0.3% among 330,000;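 active means percent response vs DMSO below 50%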;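 further: median channel GFP fluorescence of the barcoded RPL19A-GFP strain; ratio of sample median GFP to plate DMSO average so 100% = DMSO; lower means less RPL19A-GFP as with rapamycin TOR inhibition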
An asterisk follows results filed as active; nt = not tested or not shown. This is a random part of the collection. Share with any hit: about 3.8%.

SMILES	LAP4 TOR yeast	EBNA-1 inhibitor	ZTA counter	MEP2-GFP yeast	procasp7 counter	AHR activator	proCasp3 act	RPL19A TOR yeast
COc1cc(NC(=O)CSc2nnnn2-c2ccccc2)cc(OC)c1OC	107	-3	1	111	0	-1	-3	102
COc1ccc(OC)c(C(=O)CSc2nnc(-c3cccnc3)n2C)c1	90	-3	13	97	2	11	-7	93
CCOc1ccccc1OCCCC(=O)NNC(=O)c1cc(C)oc1C	97	nt	2	89	1	2	0	93
Nc1nc2nc(-c3ccc(F)cc3)cc(C(F)(F)F)n2n1	107	-7	-22	108	1	-2	0	112
Cc1ccc(S(=O)(=O)N2CCC(C(=O)N[C@@H](C)C(=O)NC3CCS(=O)(=O)C3)CC2)cc1 (stereo not given in full)	80	-3	-4	95	5	2	1	103
Cc1ccc(S(=O)(=O)NCCC(=O)N2CC(C)OC(C)C2)cc1C (stereo not given)	92	-5	4	89	3	1	3	89
Cc1cc(C)nc(N(C#N)Cc2ccccc2)n1	101	-10	-4	102	-2	4	1	100
Cc1ccccc1NC(=O)COC(=O)C1=COCCO1	89	nt	-16	97	-6	2	8	89
CS(=O)(=O)c1ccccc1-c1nnc(NC(=O)CCS(=O)(=O)c2ccc(Cl)cc2)o1	104	13	5	99	4	2	9	97
COc1ccc(OC)c(C2CC(=O)c3c([nH]c(C(=O)OC(C)C)c3C)C2)c1 (stereo not given)	112	3	4	120	18	36	4	104
CCOC(=O)C1Nc2c(cc(C(F)(F)F)cc2[N+](=O)[O-])C2c3ccccc3CC12 (stereo not given)	133	-6	-4	89	-5	6	-8	94
CC(=O)c1ccc(OCC(=O)Nc2ccc3c(c2)CCC3)cc1	96	-8	-9	96	-1	10	-2	94
O=C(COC(=O)c1cccs1)Nc1ccccc1	102	8	0	100	14	0	6	97
Cc1cccc(NC(=S)NNC(=O)c2csc3c2CCCC3)c1	107	-9	9	104	-33	42	-2	99
COc1ccc(CCCc2nnc(SCC(=O)Nc3cc(C)c(C)cc3Br)o2)cc1	99	-21	-17	90	-5	6	-5	99
COc1ccccc1C(=O)Nc1nnc(S(=O)(=O)N2CCCCCC2)s1	99	-4	-10	95	0	-6	5	100
CN(C(=O)CSc1nnc(NC2CCCCC2)s1)C1CCS(=O)(=O)C1 (stereo not given)	95	2	-1	103	-5	2	-3	96
CN(CC(=O)Nc1ccc(F)c(F)c1F)C(=O)c1ccc(N2CCCC2=O)cc1	96	nt	nt	98	-6	0	10	97
CCCn1c(NCc2cc(C)ccc2O)nc2ccccc21	111	4	0	108	10	10	5	105
CCC1CN(C(=O)N2CCC(C(=O)NCc3ccc(C)o3)CC2)c2cc(C)ccc2O1 (stereo not given)	102	-3	-2	100	-6	7	0	100
CC1(/[N+]([O-])=C/c2ccc(F)cc2)CCCCC1=O (stereo not given)	110	-2	10	103	1	1	-12	98
CCOc1ccc(C(=O)c2nc3c(n2O)CCCCC3)cc1	92	-7	-18	89	-36	29	-10	95
O=C(Nc1ccccc1)C1CC(=O)n2c(nc3ccccc32)N1 (stereo not given)	118	0	1	102	5	0	5	101
CCN(CC)CCn1c(NC(=O)c2ccc(C(F)(F)F)cc2)nc2ccccc21	97	6	0	95	10	12	-2	98
COc1ccc(S(=O)(=O)N(C)C)cc1NC(=O)COC(=O)Cn1cnc2ccccc2c1=O	104	nt	-4	99	-2	1	-6	99
C=CCn1cc(C(=O)OCC)c(=O)c2cc(F)c(F)cc21	112	8	12	102	-1	-5	-9	97
CC(C)OCCCNC(=O)CN1C(=O)/C(=C/c2ccccc2F)Oc2ccccc21	99	2	3	108	-4	11	-1	99
Cc1ccc(N(C(=O)C(F)(F)F)C(C(=O)NC2CCCCC2)c2cccs2)cc1C (stereo not given)	106	-4	-6	108	-6	1	0	101
COc1cc2oc(=O)c(Br)c(C)c2c(OC)c1OC	112	6	0	101	-12	-11	6	nt
COc1ccc(C(CNC(=O)c2ccc(C)c(S(=O)(=O)N3CCCCC3)c2)N(C)C)cc1OC (stereo not given)	97	-6	-15	96	-5	3	-2	100
CCCOc1ccc(C(=O)NNC(=S)NC(=O)c2ccco2)cc1	154*	-9	-12	110	-13	5	-12	112
COc1ccc(/C=N/NC(=O)c2nc(-c3ccccc3)cc(-c3ccccc3)n2)cc1OC	109	2	-5	105	8	4	-13	100
O=[N+]([O-])c1ccc2nonc2c1Nc1ccccc1	86	6	0	98	-10	0	1	100
CN(C)c1ccc(/C=C/C(=O)c2ccc3c(c2)OCCO3)cc1[N+](=O)[O-]	100	-5	-10	99	5	6	8	101
CS(=O)(=O)c1ccc(Cl)c(C(=O)Nc2ccc3nc(N4CCOCC4)sc3c2)c1	88	nt	-7	93	14	28	2	93
Cc1ccsc1/C=C(\C(=O)c1ccc(OC(C)C)cc1)c1nc2ccccc2o1	88	4	-9	114	6	11	-1	109
CCOc1ccc(S(=O)(=O)Nc2cccc(OC)c2)cc1	91	10	-8	94	0	3	5	91
NC(=O)Cc1ccc(Nc2nnc(-c3ccccc3)c3ccccc23)cc1	89	8	17	106	4	12	3	105
Cc1nc(N2CCN(C(=O)COc3ccccc3)CC2)c2c(C)c(C)sc2n1	92	-15	-8	94	4	13	-7	93
CC(C)NC(=O)CSc1nc(-c2cccs2)cc(-c2ccccc2)c1C#N	89	6	12	90	11	3	14	79
COC(=O)N/N=C/c1cn(CCCOc2ccccc2)c2ccccc12	106	-8	5	102	11	18	-4	99
Oc1ccc(Br)cc1/C=N/n1c(C2CCCCC2)n[nH]c1=S	100	27	11	109	4	-1	-3	105
O=C1CC2(CCCCCC2)Oc2ccccc21	nt	-10	-28	nt	5	16	-1	nt
Cc1ccc(S(=O)(=O)N(Cc2ccccc2)c2ccccc2C(=O)N2CCCCC2)cc1	96	-15	-16	101	-12	4	-6	103
O=C(CCCO)N/N=C/c1ccccc1[N+](=O)[O-]	90	6	-7	107	-9	3	-14	98
Cc1nc(CNS(=O)(=O)c2cccc(F)c2)cs1	107	4	5	105	-1	1	2	105
Cc1ccc(C(=O)Nc2ccccc2)cc1S(=O)(=O)Nc1ccc(Cl)cn1	102	0	5	106	1	-2	-2	101
Cc1cc(C2=NNC(=NC3CC3)SC2)c(C)n1-c1c(C)n(C)n(-c2ccccc2)c1=O	96	-2	-2	107	-13	6	-3	110
CCOC(=O)c1c(C)[nH]c(C(=O)COC(=O)c2ccncc2)c1C	100	-6	-7	100	8	21	-4	96
COc1ccc(C2=NN(C(=O)CCC(=O)O)C(c3ccc(Br)cc3)C2)cc1 (stereo not given)	92	-4	14	109	7	0	9	104
O=C(CSc1nnc(-c2ccccc2O)o1)Oc1ccc(OCc2ccccc2)cc1	100	13	10	93	3	3	1	96
Fc1cc(F)cc(-c2c(-c3ccccc3)ncc3ccc(F)cc23)c1	91	nt	-4	91	3	5	7	102
COc1ccc(-c2oc3ccccc3c2C(=O)OCc2ccccc2)cc1	125	9	18	97	-1	18	-1	96
COc1ccc(NC(=O)NCCCN2CCc3ccccc3C2)cc1	104	5	16	101	-1	4	8	101
CC(=O)Nc1ccc(NC(=O)c2ccccc2C)cc1	93	-2	-1	96	-3	17	4	96
Cc1cccc(C)c1NC(=O)CN(C)C(=O)CCC(=O)c1ccccc1	104	nt	-3	105	7	1	-4	103
N#Cc1ccc(NC(=O)COC(=O)CCNS(=O)(=O)c2ccccc2)cc1	77	-14	2	90	-3	2	-8	97
Cc1ccc(C(=O)N/C(=C/c2cccs2)C(=O)N2CCCCC2)cc1	111	15	9	94	6	-1	-3	94
O=C(CCC(=O)N(CC(=O)NC1CCCCC1)Cc1cccs1)Nc1ccccn1	102	13	0	96	2	0	5	93
O=C(Nc1ccc(F)cc1)c1cccnc1N1CCCCC1	107	0	3	105	8	3	1	103

Next compounds
SMILES	LAP4 TOR yeast	EBNA-1 inhibitor	ZTA counter	MEP2-GFP yeast	procasp7 counter	AHR activator	proCasp3 act	RPL19A TOR yeast
CCCS(=O)(=O)N1CCCC(C(=O)Oc2ccc(OC)cc2)C1 (stereo not given)	68	-1	12	81	3	-1	4	90
Cc1cccc(CNC(=O)CCCn2nc(C)c3c(C)n(-c4ccccc4)nc3c2=O)c1	101	7	2	110	-3	0	0	102
Cc1ccc(OCC(=O)Nc2ccccc2C(N)=O)cc1	97	3	1	105	1	1	5	96
O=C(O)c1cccc(-n2c(O)c(C=C3N=c4ccccc4=N3)sc2=S)c1	130	1	-13	108	-49	11	-28	107
CN1CCN(CCCNC(=O)c2cn(C3CCCCC3)c(=O)c3c2c2ccccc2n3C)CC1	95	0	-1	96	3	1	-4	99
COc1ccc(NC(=O)c2cc3c(-c4ccc(OC)c(OC)c4)nn(C)c3s2)cc1OC	93	18	-8	103	4	6	15	99
Cn1cc(C(=O)C(=O)N2CCOCC2)c2ccccc21	103	3	7	96	-7	2	10	102
COc1ccc(CNC(=O)COC(=O)c2cccnc2Nc2cccc(C(F)(F)F)c2)cc1	96	4	3	102	10	3	6	97
CCc1nnc(NC(=O)c2cnccn2)s1	98	-8	-27	108	-7	1	-2	99
CCCC(=O)C1=C(O)C(C(=O)OC)C(C)(C)CC1=N (stereo not given)	98	6	4	104	-3	-1	-5	103
COc1ccc(NC(C)=O)cc1NC(=O)CN1CCN(C2c3ccccc3-c3ccccc32)CC1	103	-5	5	102	3	1	-7	nt
COc1cccc(CNC(=O)C2CCCN(C(=O)c3ccc(Cl)cc3)C2)c1 (stereo not given)	109	nt	5	98	-1	2	1	99
CC(=O)c1cccc(NC(=O)N2CCC(NC(=O)C3CCCCC3)CC2)c1	103	4	-12	104	1	-2	5	97
Cc1noc(NS(=O)(=O)c2ccc(NC(=O)CSc3nc4c(cc3C#N)CCCC4)cc2)c1C	100	-10	6	111	-8	-1	-7	92
Cc1ccccc1Cn1c(=O)n(CCCC(=O)NCc2ccco2)c(=O)c2sccc21	94	14	4	102	13	-3	-4	103
Cc1ccc(C(O)(C(=O)NNS(=O)(=O)c2ccc(C)cc2)c2ccc(C)cc2)cc1	97	2	-18	106	2	4	-7	101
COc1ccc(NC(C)=O)cc1NC(=O)c1ccc(Cl)cc1	101	15	-3	104	8	29	9	96
CC(=O)c1ccc(S(=O)(=O)Nc2cc3c(cc2C(C)=O)OCO3)cc1	101	1	-33	104	4	1	6	94

Some of the entries so far, bar-delimited.
Molecule | LAP4 TOR yeast | EBNA-1 inhibitor | ZTA counter | MEP2-GFP yeast | procasp7 counter | AHR activator | proCasp3 act | RPL19A TOR yeast
CC(=O)c1cccc(NC(=O)N2CCC(NC(=O)C3CCCCC3)CC2)c1 | 103 | 4 | -12 | 104 | 1 | -2 | 5 | 97
Cc1noc(NS(=O)(=O)c2ccc(NC(=O)CSc3nc4c(cc3C#N)CCCC4)cc2)c1C | 100 | -10 | 6 | 111 | -8 | -1 | -7 | 92
Cc1ccccc1Cn1c(=O)n(CCCC(=O)NCc2ccco2)c(=O)c2sccc21 | 94 | 14 | 4 | 102 | 13 | -3 | -4 | 103
Cc1ccc(C(O)(C(=O)NNS(=O)(=O)c2ccc(C)cc2)c2ccc(C)cc2)cc1 | 97 | 2 | -18 | 106 | 2 | 4 | -7 | 101
COc1ccc(NC(C)=O)cc1NC(=O)c1ccc(Cl)cc1 | 101 | 15 | -3 | 104 | 8 | 29 | 9 | 96
CC(=O)c1ccc(S(=O)(=O)Nc2cc3c(cc2C(C)=O)OCO3)cc1 | 101 | 1 | -33 | 104 | 4 | 1 | 6 | 94
